High-throughput results (PubChem BioAssay)
Bim-Bfl-1 – inhibitors of Bim-Bfl-1 interaction, human | Q16548 | hit rate 0.12% among 190,000 | Bead-based flow cytometry, Bim-Bfl-1 binding inhibition | inhibition, % at 10 µM;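 also: 0% = wells without compound plus tracer and 100% = blocker peptide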
Bim-Bcl-B – inhibitors of Bim-Bcl-B interaction, human. bead-based flow cytometry, Bim peptide-Bcl-B binding. inhibition, % at 10 µM. hit rate 0.073% among 190,000. AID 951;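 also: 0% = tracer peptide without compound and 100% = reference inhibitor peptide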
Target sequence (Q9HD36 whole entry, looked up): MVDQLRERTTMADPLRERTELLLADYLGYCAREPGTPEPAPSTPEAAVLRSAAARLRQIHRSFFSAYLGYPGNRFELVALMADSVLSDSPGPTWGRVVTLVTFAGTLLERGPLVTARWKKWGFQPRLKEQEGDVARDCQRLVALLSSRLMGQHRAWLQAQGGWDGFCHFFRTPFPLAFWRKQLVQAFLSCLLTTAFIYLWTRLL
Bcl-2 Bim block – human Bim-Bcl-2 interaction inhibition | Bead-based flow cytometry, Bim peptide-Bcl-2 binding | hit rate 0.06% among 190,000 | AID 950 | inhibition, % at 10 µM; in the data active = inhibition above about 40%;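 also: 0% = no compound wells with probe peptide and 100% = reference peptide inhibitor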
Target sequence (P10415 whole entry, looked up): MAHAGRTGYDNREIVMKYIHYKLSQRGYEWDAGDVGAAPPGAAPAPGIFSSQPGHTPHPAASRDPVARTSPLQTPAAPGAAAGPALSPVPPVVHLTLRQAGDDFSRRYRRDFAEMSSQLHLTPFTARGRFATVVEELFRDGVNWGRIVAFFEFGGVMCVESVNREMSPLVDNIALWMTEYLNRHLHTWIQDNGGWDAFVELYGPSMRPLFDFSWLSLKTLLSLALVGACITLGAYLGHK
Bim-Bcl-W – disrupts Bim peptide binding to human Bcl-W. Q92843. bead-based flow cytometry. inhibition, % at 10 µM. hit rate 0.02% among 190,000. AID 952;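 also: 0% = bound tracer without compound and 100% = peptide blocker; higher means less fluorescent Bim peptide bound to Bcl-W beads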
Target sequence (Q92843 whole entry, looked up): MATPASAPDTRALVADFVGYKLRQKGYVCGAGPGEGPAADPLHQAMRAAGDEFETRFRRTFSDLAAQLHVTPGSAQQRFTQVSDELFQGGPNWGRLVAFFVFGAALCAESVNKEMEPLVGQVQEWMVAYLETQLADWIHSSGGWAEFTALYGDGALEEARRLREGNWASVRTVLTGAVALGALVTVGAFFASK
Rab2A wt mod – changes GTP binding to wildtype dog Rab2A, up or down; AID 760; GST-Rab2 wt beads, Bodipy-GTP binding, flow cytometry; GTP binding activity, % at 10 µM; P61105; hit rate 0.19% among 190,000;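 active = GTP binding activity at least 20 points away from 100%, either lowered or raised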;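 also: 0% = beads with excess unlabeled GTP and 100% = no-compound control corrected for plate trend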
Rac1 wt GTP bind – modulators of human Rac1 wildtype GTP binding; hit rate 0.27% among 190,000; P63000; GTP binding activity (% of control), % at 10 µM; GST-Rac1 beads, fluorescent GTP binding, flow cytometry; actives lie on both sides; 0 = cold GTP competed, 100 = untreated;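 active = GTP binding activity at least 20 points away from the 100% control level, either lower or higher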
Cdc42 wt GTP – changes GTP binding to wildtype human Cdc42; P60953; GST-Cdc42 beads, Bodipy-GTP binding, flow cytometry; actives lie on both sides; percent activity (GTP binding), % at 10 µM; hit rate 0.2% among 190,000; AID 761;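 active = percent activity GTP binding at least 20 points away from the 100% baseline, either down as inhibitor or up as activator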;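 also: median bead fluorescence of bound Bodipy-FL-GTP at 100 nM; 0% = excess unlabeled GTP control and 100% = no compound control; below 100% means less GTP binding so inhibitor and above means activator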
Target sequence (P60953 whole entry, looked up): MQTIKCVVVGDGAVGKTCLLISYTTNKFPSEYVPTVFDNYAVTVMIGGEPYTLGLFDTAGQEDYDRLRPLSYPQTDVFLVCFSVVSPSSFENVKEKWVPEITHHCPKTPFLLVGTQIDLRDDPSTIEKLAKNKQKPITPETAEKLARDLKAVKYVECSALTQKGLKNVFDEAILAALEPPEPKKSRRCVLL
Rac1 act GTP bind – alters GTP binding to activated mutant human Rac1; AID 764; percent activity (GTP binding), % at 10 µM; GST-Rac1 activated beads, fluorescent GTP binding, flow cytometry; actives lie on both sides; 100% means binding = to untreated wells; hit rate 0.11% among 190,000; P63000;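 active = GTP binding at least 20 percentage points away from the 100% baseline, in either direction, so actives lie on both sides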
Rab7 wt GTP bind – dog Rab7 wildtype GTP binding, inhibitors and activators; GTP binding activity (percent of control), % at 10 µM; GST-Rab7 beads, fluorescent GTP binding, flow cytometry; actives lie on both sides; untreated = 100%, excess cold GTP = 0%; hit rate 0.055% among 190,000;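 active = fluorescent GTP binding to Rab7 beads changed by at least 20 points from the 100% baseline, either direction, mostly lower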;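 also: median green fluorescence of bound Bodipy-FL-GTP per Rab7 bead population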
Bcl-XL Bim block – disrupts Bim peptide binding to human Bcl-XL. inhibition, % at 10 µM. hit rate 0.04% among 190,000. AID 1007. bead flow cytometry, fluorescence
HRas wt GTP – modulators of GTP binding to human HRas wildtype | GST-Ras wt beads, Bodipy-FL-GTP binding, flow cytometry; actives lie on both sides | GTP binding activity, % at 10 µM | hit rate 0.14% among 190,000 | AID 759;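 active = GTP binding activity at least 20% away from the 100% baseline, either lowered as inhibitor or raised as activator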;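 also: 0% = unlabeled GTP competition control and 100% = no-compound control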
Target sequence (P01112 whole entry, looked up): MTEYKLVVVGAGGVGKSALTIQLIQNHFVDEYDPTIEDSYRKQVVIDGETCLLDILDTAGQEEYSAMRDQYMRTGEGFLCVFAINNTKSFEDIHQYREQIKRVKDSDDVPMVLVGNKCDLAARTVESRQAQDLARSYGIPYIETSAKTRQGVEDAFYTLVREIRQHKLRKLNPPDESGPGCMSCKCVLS
An asterisk follows results filed as active. Rule as the data show it, unless noted: active = inhibition above about 40%.

SMILES	Bim-Bfl-1	Bim-Bcl-B	Bcl-2 Bim block	Bim-Bcl-W	Rab2A wt mod	Rac1 wt GTP bind	Cdc42 wt GTP	Rac1 act GTP bind	Rab7 wt GTP bind	Bcl-XL Bim block	HRas wt GTP
N#C/C(=C\c1ccco1)c1nc2ccccc2s1	1.0	-1.0	-1.0	-1.0	99.0	100.0	98.0	99.0	96.0	-4.0	100.0
COc1ccc(C(C)=O)cc1CSC(=N)N	-5.0	-2.0	-1.0	0.0	100.0	99.0	96.0	96.0	100.0	-2.0	100.0
O=C(N/N=C/c1c(O)n(Cc2ccccc2)c(=O)c2ccccc12)c1cccnc1	-4.0	-5.0	0.0	0.0	71.0*	55.0*	65.0*	68.0*	93.0	0.0	78.0*
NC(N)=N/N=C/c1ccc(OCc2ccc(Cl)cc2)cc1	-10.0	-3.0	3.0	5.0	102.0	105.0	104.0	102.0	97.0	-2.0	99.0
O=C(CN1C(=O)NC2(CCCC2)C1=O)Nc1ccc(S(=O)(=O)N2CCOCC2)cc1	-6.0	-5.0	-4.0	-1.0	99.0	101.0	97.0	96.0	104.0	-4.0	99.0
CC1CCCCN1S(=O)(=O)c1ccc(NC(=O)c2cccs2)cc1 (stereo not given)	0.0	-2.0	2.0	11.0	102.0	106.0	103.0	99.0	101.0	2.0	101.0
O=C(CCc1nnc(COc2ccccc2)o1)NC1(c2ccccc2)CC1	-14.0	-3.0	-7.0	-3.0	97.0	99.0	96.0	94.0	98.0	-4.0	98.0
CCn1c(=O)c2cc(C(=O)NCCN3CCOCC3)sc2c2ccccc21	-8.0	-2.0	-7.0	1.0	97.0	101.0	99.0	96.0	94.0	-2.0	97.0
Cc1ccc(OCCOCCNC(C)(C)C)c([N+](=O)[O-])c1	0.0	-6.0	-1.0	-1.0	99.0	97.0	94.0	100.0	94.0	-5.0	100.0
Cn1c(=O)c2c(=O)cc(NNC(=O)C(C)(C)C)[nH]c2n(C)c1=O	-16.0	-12.0	-7.0	0.0	98.0	106.0	104.0	97.0	104.0	-4.0	100.0
Cc1ccc(N(CCC(=O)O)S(=O)(=O)c2cccc(C(F)(F)F)c2)cc1	-5.0	0.0	-4.0	-1.0	95.0	96.0	94.0	92.0	93.0	-1.0	93.0
C=CCn1c(N)cc(=O)nc1SC(C)C(=O)Nc1cccc2ccccc12 (stereo not given)	-3.0	-5.0	-2.0	-3.0	99.0	103.0	100.0	98.0	101.0	-4.0	101.0

Looked up by compound from above, 2 records:
SMILES	Bim-Bfl-1	Bim-Bcl-B	Bcl-2 Bim block	Bim-Bcl-W	Rab2A wt mod	Rac1 wt GTP bind	Cdc42 wt GTP	Rac1 act GTP bind	Rab7 wt GTP bind	Bcl-XL Bim block	HRas wt GTP
CCn1c(=O)c2cc(C(=O)NCCN3CCOCC3)sc2c2ccccc21	-8.0	-2.0	-7.0	1.0	97.0	101.0	99.0	96.0	94.0	-2.0	97.0
O=C(CN1C(=O)NC2(CCCC2)C1=O)Nc1ccc(S(=O)(=O)N2CCOCC2)cc1	-6.0	-5.0	-4.0	-1.0	99.0	101.0	97.0	96.0	104.0	-4.0	99.0

New compounds follow.
SMILES	Bim-Bfl-1	Bim-Bcl-B	Bcl-2 Bim block	Bim-Bcl-W	Rab2A wt mod	Rac1 wt GTP bind	Cdc42 wt GTP	Rac1 act GTP bind	Rab7 wt GTP bind	Bcl-XL Bim block	HRas wt GTP
COc1cccc(-c2nc(-c3ccc(NC(=O)c4cccs4)cc3)no2)c1	-2.0	-1.0	-3.0	-5.0	100.0	100.0	102.0	97.0	99.0	-4.0	101.0
CCOc1ccc(C(=O)CCN2CCCCC2)cc1	-18.0	-8.0	-10.0	-6.0	103.0	105.0	96.0	101.0	99.0	-11.0	101.0
O=C(CCc1ccccc1)Nc1cccc(NC(=O)CCc2ccccc2)c1	-9.0	-9.0	-7.0	1.0	100.0	103.0	98.0	97.0	97.0	0.0	101.0
COc1ccc(CCNC(=O)Cn2cnc3c2c(=O)n(C)c(=O)n3C)cc1OC	-2.0	0.0	-2.0	-1.0	96.0	99.0	101.0	99.0	97.0	-2.0	97.0
CC1CCN(S(=O)(=O)c2ccc(NC(=O)Cc3ccccc3)cc2)CC1	-11.0	-11.0	-11.0	2.0	106.0	108.0	105.0	100.0	103.0	-5.0	103.0
CC1CCCCN1C(=O)CSc1nc2cc3c(cc2c(=O)n1Cc1ccc2c(c1)OCO2)OCO3 (stereo not given)	-8.0	-7.0	-6.0	0.0	97.0	97.0	97.0	95.0	101.0	-5.0	99.0
CCCCCC#CCC#CCC#CCC#CCCCC(=O)O	0.0	5.0	2.0	-1.0	96.0	96.0	96.0	95.0	91.0	-1.0	95.0
CCCn1c(CNC(=O)c2ccccc2)nc2ccccc21	-3.0	-2.0	-4.0	-4.0	100.0	100.0	101.0	99.0	102.0	-2.0	102.0
O=C(C1CCC1)N1CCc2cc(S(=O)(=O)NCc3ccco3)ccc21	-9.0	-1.0	1.0	1.0	100.0	108.0	105.0	100.0	99.0	-3.0	102.0
COC(Cc1n[nH]c(=S)n1-c1ccc(Cl)cc1)OC	5.0	-23.0	-3.0	-1.0	99.0	103.0	99.0	98.0	98.0	0.0	100.0
C/C(=N\Nc1cccc(Cl)c1)c1ccc(-n2ccnc2)cc1	-2.0	-5.0	-5.0	-6.0	98.0	102.0	101.0	97.0	94.0	-7.0	100.0
Cc1nnc(SCC(=O)NC(=O)NCc2ccco2)s1	-2.0	-1.0	-1.0	2.0	97.0	96.0	95.0	96.0	97.0	3.0	98.0
O=S(=O)(Nc1cc(S(=O)(=O)N2CCOCC2)ccc1N1CCCC1)c1cccs1	-4.0	-9.0	-6.0	-4.0	98.0	102.0	98.0	94.0	101.0	-3.0	98.0
O=C(COc1ncnc2scc(-c3ccccc3)c12)NC1CCCc2ccccc21 (stereo not given)	-2.0	-9.0	-4.0	-3.0	98.0	107.0	100.0	101.0	101.0	-8.0	99.0
O=C(COC(=O)c1ccc2c(c1)OCO2)Nc1nc(-c2ccccc2)cs1	-3.0	1.0	-2.0	0.0	96.0	97.0	97.0	95.0	102.0	0.0	96.0
Cc1nccn1CCCN1C(=O)CNC1=S	-3.0	-5.0	-1.0	-2.0	103.0	106.0	102.0	101.0	104.0	-7.0	104.0
CCCNC(=O)N1CCCC(C(=O)c2cccc(Cl)c2)C1 (stereo not given)	-5.0	-2.0	-2.0	0.0	97.0	99.0	97.0	95.0	105.0	0.0	97.0
c1cnc2nc(CSc3ncn[nH]3)cn2c1	-3.0	0.0	0.0	0.0	99.0	106.0	103.0	97.0	103.0	0.0	95.0
Cc1nnc(SCC(=O)NC2CCS(=O)(=O)C2)n1-c1ccccc1 (stereo not given)	-3.0	-3.0	-4.0	1.0	99.0	100.0	100.0	99.0	99.0	0.0	100.0
CCN(c1cccc(C)c1)S(=O)(=O)c1ccc2[nH]c(=O)c(=O)[nH]c2c1	0.0	-3.0	-1.0	0.0	98.0	94.0	97.0	97.0	95.0	0.0	98.0
CC1(C)Cc2nc3sc4c(=O)n(CC(=O)NCc5ccco5)cnc4c3cc2CO1	-9.0	-10.0	-6.0	0.0	99.0	104.0	100.0	99.0	100.0	-4.0	99.0
COc1ccccc1NC(=O)CN1CCN(CC(=O)Nc2ccc3c(c2)OCCO3)CC1	-18.0	-9.0	-10.0	-1.0	97.0	102.0	98.0	100.0	99.0	-7.0	99.0
O=C(O)C1CC(O)CN1S(=O)(=O)c1cccs1 (stereo not given)	-19.0	-8.0	-7.0	0.0	102.0	106.0	101.0	100.0	101.0	-6.0	102.0
O=C(c1ccco1)c1cn(CC(=O)N2CCCCCC2)c2ccccc12	-2.0	-2.0	1.0	-3.0	98.0	95.0	100.0	95.0	101.0	-1.0	99.0

For reference, part of the list above.
SMILES	Bim-Bfl-1	Bim-Bcl-B	Bcl-2 Bim block	Bim-Bcl-W	Rab2A wt mod	Rac1 wt GTP bind	Cdc42 wt GTP	Rac1 act GTP bind	Rab7 wt GTP bind	Bcl-XL Bim block	HRas wt GTP
N#C/C(=C\c1ccco1)c1nc2ccccc2s1	1.0	-1.0	-1.0	-1.0	99.0	100.0	98.0	99.0	96.0	-4.0	100.0
COc1ccc(C(C)=O)cc1CSC(=N)N	-5.0	-2.0	-1.0	0.0	100.0	99.0	96.0	96.0	100.0	-2.0	100.0
O=C(N/N=C/c1c(O)n(Cc2ccccc2)c(=O)c2ccccc12)c1cccnc1	-4.0	-5.0	0.0	0.0	71.0*	55.0*	65.0*	68.0*	93.0	0.0	78.0*
NC(N)=N/N=C/c1ccc(OCc2ccc(Cl)cc2)cc1	-10.0	-3.0	3.0	5.0	102.0	105.0	104.0	102.0	97.0	-2.0	99.0
O=C(CN1C(=O)NC2(CCCC2)C1=O)Nc1ccc(S(=O)(=O)N2CCOCC2)cc1	-6.0	-5.0	-4.0	-1.0	99.0	101.0	97.0	96.0	104.0	-4.0	99.0
CC1CCCCN1S(=O)(=O)c1ccc(NC(=O)c2cccs2)cc1 (stereo not given)	0.0	-2.0	2.0	11.0	102.0	106.0	103.0	99.0	101.0	2.0	101.0

(cont.)
SMILES	Bim-Bfl-1	Bim-Bcl-B	Bcl-2 Bim block	Bim-Bcl-W	Rab2A wt mod	Rac1 wt GTP bind	Cdc42 wt GTP	Rac1 act GTP bind	Rab7 wt GTP bind	Bcl-XL Bim block	HRas wt GTP
CC(C)[C@H](NC(N)=O)C(=O)NCCc1ccc(Cl)cc1Cl	6.0	3.0	-2.0	2.0	95.0	97.0	94.0	98.0	104.0	0.0	95.0
CN(C)CCNc1nc(S(=O)(=O)c2ccccc2)c(Cl)s1	-8.0	-4.0	-7.0	-4.0	97.0	96.0	98.0	95.0	107.0	-4.0	100.0
Cc1cc(N2CCOCC2)nc2ccc(NC(=S)N3CCN(c4ccccc4)CC3)cc12	5.0	-7.0	-2.0	-3.0	94.0	96.0	93.0	93.0	92.0	-1.0	94.0
Fc1ccccc1/C=N/NC(=S)Nc1ccc(Cl)cc1Cl	10.0	2.0	1.0	3.0	101.0	105.0	103.0	99.0	100.0	8.0	102.0
Cc1ccc(S(=O)(=O)NC2=NCCC2)cc1	-6.0	-5.0	-5.0	-4.0	100.0	94.0	96.0	96.0	101.0	-10.0	98.0
CCc1c(C#N)c(SCc2c(C)noc2C)nc2c1C(=O)CC(C)(C)C2	-3.0	-13.0	-5.0	-6.0	96.0	103.0	99.0	97.0	101.0	-6.0	99.0
CCSc1ccc(-c2ccco2)nn1	0.0	-3.0	4.0	2.0	94.0	96.0	94.0	94.0	97.0	-1.0	94.0
N#Cc1ccc(COC(=O)CSc2nnc(N)s2)cc1	-2.0	-2.0	-4.0	0.0	94.0	98.0	99.0	96.0	95.0	-1.0	95.0

2 entries from above, with two lines to a compound.
Each structure is followed by: Bim-Bfl-1, Bim-Bcl-B, Bcl-2 Bim block, Bim-Bcl-W, Rab2A wt mod, Rac1 wt GTP bind, Cdc42 wt GTP, Rac1 act GTP bind, Rab7 wt GTP bind, Bcl-XL Bim block, HRas wt GTP
- CC(C)[C@H](NC(N)=O)C(=O)NCCc1ccc(Cl)cc1Cl
  6.0, 3.0, -2.0, 2.0, 95.0, 97.0, 94.0, 98.0, 104.0, 0.0, 95.0
- CN(C)CCNc1nc(S(=O)(=O)c2ccccc2)c(Cl)s1
  -8.0, -4.0, -7.0, -4.0, 97.0, 96.0, 98.0, 95.0, 107.0, -4.0, 100.0
